# OX1R antag-1: OX1R (HCRTR1) antagonists, primary screen, fluorescence, CHO/OX1R cells, Fluo-8 calcium, orexin A; actives 0.43% (n = 330,000); AID 434989, 2010; Fluo-8 calcium fluorescence; inhibition, % at 5 µM; Orexin/Hypocretin receptor type 1 (Homo sapiens), O43613;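 active means inhibition above its plate's threshold, mean inhibition of all tested compounds on the plate plus 3 SD, cut at about 37% in these data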;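 further: 0% = orexin A challenge wells and 100% = SB-334867-A antagonist wells; not every result past the cut was called active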
# Target sequence (O43613 whole entry, looked up): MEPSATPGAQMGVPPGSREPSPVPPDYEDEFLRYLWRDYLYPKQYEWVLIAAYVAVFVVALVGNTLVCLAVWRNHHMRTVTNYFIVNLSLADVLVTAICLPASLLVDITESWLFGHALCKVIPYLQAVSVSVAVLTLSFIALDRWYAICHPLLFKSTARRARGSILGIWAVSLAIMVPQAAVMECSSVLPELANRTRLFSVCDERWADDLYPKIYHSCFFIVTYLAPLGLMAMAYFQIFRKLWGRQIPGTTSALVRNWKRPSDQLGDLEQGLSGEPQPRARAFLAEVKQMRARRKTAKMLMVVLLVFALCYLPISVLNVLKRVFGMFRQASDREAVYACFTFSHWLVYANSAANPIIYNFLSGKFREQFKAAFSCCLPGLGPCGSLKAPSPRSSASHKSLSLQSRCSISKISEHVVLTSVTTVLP
# STK33 kinase inh: inhibitors of purified STK33 kinase, primary screen, biochemical, ADP-Glo luminescence, homogeneous, cell-free; actives 0.073% (n = 320,000); AID 2661, 2010; MBP phosphorylation; inhibition, % at 10 µM;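 active means inhibition at or above 25%, using the most active replicate where run in duplicate; inactive means inhibition below 25%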
# Target sequence (Q9BYT3 whole entry, looked up): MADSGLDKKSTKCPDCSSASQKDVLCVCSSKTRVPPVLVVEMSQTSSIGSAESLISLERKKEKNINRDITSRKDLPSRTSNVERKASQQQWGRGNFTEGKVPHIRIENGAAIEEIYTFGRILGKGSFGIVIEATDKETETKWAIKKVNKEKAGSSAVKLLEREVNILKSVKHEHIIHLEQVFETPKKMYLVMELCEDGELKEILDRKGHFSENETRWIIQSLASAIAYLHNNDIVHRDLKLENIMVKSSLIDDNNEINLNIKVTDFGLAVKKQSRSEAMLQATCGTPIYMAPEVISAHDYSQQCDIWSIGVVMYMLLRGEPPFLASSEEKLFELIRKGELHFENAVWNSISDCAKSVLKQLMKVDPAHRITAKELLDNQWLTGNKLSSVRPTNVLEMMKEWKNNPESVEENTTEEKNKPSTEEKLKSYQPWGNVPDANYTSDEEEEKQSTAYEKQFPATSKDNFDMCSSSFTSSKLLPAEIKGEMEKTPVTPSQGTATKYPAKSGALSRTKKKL
# OX1R antag-2: antagonists of human orexin 1 receptor (OX1R); inhibition, % at 6.6 µM; actives 1.8% (n = 330,000); OX1R-expressing cells, FRET antagonist read-out; AID 485270, 2010; in the data active means inhibition mostly above about 38%, no sharp cut-off; inactive means mostly below about 40%;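 further: 0% = agonist challenge alone and 100% = reference antagonist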
# Numbers without * were called inactive; . = no result given.
# Under each structure – OX1R antag-1	STK33 kinase inh	OX1R antag-2
> C/C(=N\Nc1nc(C)c(C)s1)c1ccc([N+](=O)[O-])cc1
→ -7	.	43
> Cc1ccsc1C(=O)OCC(=O)N1C(C)CCCC1C (stereo not given)
→ 7	-1.6	12
> S=C(NCc1ccncc1)Nc1cccc(Cl)c1
→ -3	-0.8	5
> O=C(N[C@@H](Cc1ccccc1)C(=O)OCc1ccccc1)c1nc[nH]c1C(=O)NCc1ccccc1
→ -12	-1.8	16
> CCOC(=O)c1c([N+](=O)[O-])c(C)[nH]c(=O)c1C#N
→ -10	-0.7	17
> CCCNC(=O)COCc1cc(-c2ccc3c(c2)OCO3)on1
→ -21	-0.7	-5
> CN(CCCCOc1ccc(F)cc1)Cc1ccccc1
→ -8	8.1	4
> Cc1cccc(C(=O)Nc2cccc(C(=O)N/N=C/c3ccncc3)c2)c1
→ -18	-1.2	5
> Cc1ccc(NC(=S)NCc2cccnc2)cc1
→ 0	-0.5	8
> CCOC(=O)c1cc(NC(=O)N2CCCc3ccccc32)c(C)nc1C
→ -11	-1.4	14
> CS(=O)(=O)c1ccc(Cl)c(NC(=O)CN2C(=O)C3CCCCC3C2=O)c1 (stereo not given)
→ -8	-2.6	7
> O=[N+]([O-])c1cc(S(=O)(=O)N2CCCCC2)ccc1NCCN1CCOCC1
→ -5	-1.1	30
> CCOC(=O)CNC(=O)/C(=C\c1ccc(F)cc1)NC(=O)c1ccccc1
→ -9	3.8	-7
> CC1(c2ccccc2Cl)NC(=O)N(CC(=O)Nc2cccnc2Cl)C1=O (stereo not given)
→ -6	0.1	12
> COc1ccc(NC(=O)c2cc(C)n(Cc3cccs3)c2C)cc1
→ 0	-1.1	13
> CC(C)Oc1ccc(CC(=O)NNC(=S)Nc2ccc(Br)cc2)cc1
→ -20	-0.9	3
> Cn1ccc(NC(=O)Nc2cccc([N+](=O)[O-])c2)n1
→ 2	-0.9	39
> Cc1ccc(S(=O)(=O)Nc2ccc3nc(C)sc3c2)cc1
→ 33	0.7	45
> COc1cccc(CC2(CO)CCN(S(=O)(=O)N(C)C)CC2)c1
→ -4	-2.0	21
> COc1ccc(-c2csc(N(CC3CCCO3)C(=O)c3cccs3)n2)cc1 (stereo not given)
→ -40	-0.1	16
> Cc1nn(C)c(C)c1S(=O)(=O)N1CCCC(C(=O)NCC2COc3ccccc3O2)C1 (stereo not given)
→ -21	-1.2	7
> Cc1ccccc1NC(=O)c1cc2c(C)nc3ccccc3c2o1
→ -36	-0.1	9
> c1ccc(C2=Nc3ccccc3OC2)cc1
→ -25	-0.8	27
> Cc1ccc(S(=O)(=O)Nc2cc(=O)[nH]c(SCc3ccc(Cl)cc3)n2)cc1
→ -12	0.3	14
> Cc1ccc(CNC(=O)C2CCN(S(=O)(=O)N3CC(C)CC(C)C3)CC2)cc1 (stereo not given)
→ -8	-1.1	-4
> O=C(NC1CCCCCC1)C1CCN(C(=O)Cc2ccccc2)CC1
→ -6	3.6	4
> CCOC(=O)c1nn(-c2ccc(F)cc2)c(=O)c(C#N)c1C
→ -11	-3.1	54*
> CC(C)Oc1c(Cl)cc(CNC(C)(C)CO)cc1Cl
→ -12	-2.4	4
> COc1ccc(Cl)cc1S(=O)(=O)N(C)CC(=O)NCc1ccccn1
→ 5	-1.2	6
> COc1ccc(C=O)cc1CN1CCCN(Cc2ccc(Cl)cc2)S1(=O)=O
→ 1	-2.0	-3

# Shown field by field: part of the list above.
> COc1cccc(CC2(CO)CCN(S(=O)(=O)N(C)C)CC2)c1
  OX1R antag-1: -4
  STK33 kinase inh: -2.0
  OX1R antag-2: 21
> CC(C)Oc1c(Cl)cc(CNC(C)(C)CO)cc1Cl
  OX1R antag-1: -12
  STK33 kinase inh: -2.4
  OX1R antag-2: 4
> Cc1ccccc1NC(=O)c1cc2c(C)nc3ccccc3c2o1
  OX1R antag-1: -36
  STK33 kinase inh: -0.1
  OX1R antag-2: 9

# (listing goes on)
# Under each structure – OX1R antag-1	STK33 kinase inh	OX1R antag-2
> COc1ccc(-c2csc3nc(C)nc(N4CCN(c5ccc(C(C)=O)cc5)CC4)c23)cc1OC
→ -28	-0.7	14
> COc1ccc(-c2nc3nc(C)cc(C)n3n2)cc1
→ -4	.	10
> COc1ccccc1NC(=O)CCc1nc(-c2ccccc2F)no1
→ -20	-0.2	12
> O=C(CSc1nnc(-c2cccnc2)o1)Nc1ccccc1Br
→ 3	-0.5	15
> COCCCNC(=O)CC(NS(=O)(=O)c1ccc(C)cc1)c1ccc(OC)cc1 (stereo not given)
→ -18	-1.2	16
> Cc1cc(=O)n2[nH]c(NCc3ccccc3F)nc2n1
→ -12	-0.2	38
> CCN(CC)C(=O)C1CC(c2ccc(OC)cc2)=NO1 (stereo not given)
→ -8	-0.3	8
> CCOC(=O)c1c(CSc2ccccc2)oc2ccc(O)cc12
→ -1	-0.7	24
> COc1cccc2c1C(=O)C[C@]1(CCCC[C@@H]1C)O2
→ -16	0.7	28
> O=C(OCC(=O)N1c2ccccc2Sc2ccccc21)C1CC(=O)N(Cc2ccco2)C1 (stereo not given)
→ -8	-0.3	15
> C=CCNC(=S)N/N=C/c1ccc(-c2ccc(OC)cc2)o1
→ -35	0.5	28
> O=C(Cc1cccs1)N/N=C\c1ccc(O)cc1
→ -16	3.7	25
> CC(C)COC(=O)NCCOC(=O)Nc1cccc(Cl)c1
→ 1	-1.3	37
> COc1ccc(CCNc2ccc(S(=O)(=O)N3CCCC3)cc2[N+](=O)[O-])cc1
→ -1	-0.8	28
> O=C(NCc1nc2ccccc2[nH]1)C1=C[C@H](c2ccc3c(c2)OCO3)C[C@H](OCc2ccc(CO)cc2)O1
→ -24	-0.1	32
> COC(=O)Cc1c(CSc2ccccc2)oc2ccc(O)c(CN(C)C)c12
→ -32	-2.1	6
> COc1cc(OC)c(NC(=O)c2csc(C)c2)cc1Cl
→ -1	3.7	1
> CCOc1ccc(-n2ccnc(SCC(=O)Nc3ccc(OC)cc3OC)c2=O)cc1
→ -28	.	21
> O=C(C[C@@H]1C/C=C\CC[C@@H](Cc2ccc(F)cc2)C(=O)OC[C@@H]2CCCN2C1=O)N[C@H](CO)Cc1ccccc1
→ 10	.	8
> O=C1CSC(c2cccc(Cl)c2Cl)N1c1ccccn1 (stereo not given)
→ -11	0.4	7
> COc1ccccc1C(=O)NNC(=S)NC(=O)c1cccs1
→ 20	0.8	34
> CC[N+]1(CC)CC2=Cc3c(ccc4ccccc34)C(C)C2C1 (stereo not given)
→ -21	12	3
> O=C(NC1CCCC1)C(c1ccc(F)cc1)N(Cc1ccc(F)cc1)C(=O)c1ccn[nH]1 (stereo not given)
→ -17	-0.3	10
> O=C(Cc1ccc(F)cc1)NC1CCS(=O)(=O)C1 (stereo not given)
→ -14	-0.7	18
> CCOC(=O)c1sc(NC(=S)NC(=O)C2CCCC2)cc1C
→ -30	-0.8	16
> N#Cc1cc([N+](=O)[O-])ccc1NCCc1ccccn1
→ 5	1.4	36
> CSc1ccccc1NC(=O)CN(C)Cc1cc(=O)n2ccsc2n1
→ -45	-0.6	13
> Cc1ccc(OCC(=O)NC(C)c2ccc(Cl)c(Cl)c2)c([N+](=O)[O-])n1 (stereo not given)
→ -28	-0.1	9
> Cc1cc(NC(=O)c2ccccc2[N+](=O)[O-])ccc1Br
→ -16	-0.2	16
> CCOc1ccc(CN(C)C(=O)c2ccc(NC(=O)CC3SC(N4CCCC4)=NC3=O)cc2)cc1 (stereo not given)
→ -17	-0.3	6
> COc1cc(OC)cc(C(=O)Nn2c(C)nc3ccccc3c2=O)c1
→ -9	-0.8	10
> Cc1nnc(SCc2ccc(F)cc2Cl)s1
→ -16	-0.2	8
> Cc1cccnc1NCC(O)COc1ccccc1 (stereo not given)
→ -12	-0.2	19
> CCn1cc(CN(C)S(=O)(=O)c2cccc([N+](=O)[O-])c2)cn1
→ -3	-0.3	40
> CC(C)Sc1nnc(NC(=O)c2ccco2)s1
→ -18	-0.1	23
> CCOC(=O)C1C(=O)NC(N2CCCCC2)=NC1c1ccco1 (stereo not given)
→ 3	0.3	17
> CCc1ccc(CN(Cc2cccnc2)C(=O)/C=C/c2ccc(OC)cc2)cc1
→ -10	0.3	20
> Cc1cc(CNC(=O)C2CCC(=O)N(Cc3ccccc3F)C2)nn1C (stereo not given)
→ -6	-0.2	4
> COc1ccc(N2CCN(c3ccc(C(=O)O)cc3[N+](=O)[O-])CC2)cc1
→ -9	-0.6	19
> O=C(NCC1CCCO1)c1ccc([N+](=O)[O-])s1 (stereo not given)
→ -9	-0.6	70*
> CC(=O)Nc1ccc(Sc2ccccc2C(=O)O)cn1
→ -16	-1.1	16
> O=C(COC(=O)CC(c1ccccc1)c1ccccc1)Nc1ccc(F)c(F)c1
→ -28	-1.8	12
> CN(C)N1C(N)=C(C#N)C(c2cccs2)C2=C1CCCC2=O (stereo not given)
→ -14	-1.5	17
> COc1ccccc1CCN=C(N)NS(=O)(=O)c1cc(F)ccc1F
→ -15	2.9	-2
> O=C(Oc1cccc(Nc2ncnc3ccccc23)c1)c1cccnc1
→ 4	.	39

# (listing goes on)
SMILES | OX1R antag-1 | STK33 kinase inh | OX1R antag-2
COc1ccc(CN2CCN(CCc3ccccc3)C(CCO)C2)c(O)c1 (stereo not given) | -14 | -0.7 | 10
COc1ccc(NC(=O)NNC(=O)CCc2ccc(O)c(O)c2)cc1OC | 10 | -1.2 | 4
N#CCSc1nnc2sc3ccccc3n12 | -10 | -1.4 | 9
COc1ccc(CN=Cc2c(O)[nH]c3ccccc23)cc1 | -15 | 2.4 | 12
COc1ccc2c(c1)c(C(=O)OCCN(C)C)c(C)n2C | 2 | -1.9 | 19
CCn1cc(S(=O)(=O)Nc2ccc(C)c(Cl)c2)cn1 | -8 | -0.3 | 5
Cc1ccc(NC(=O)N2CCCN(C(=O)OC(C)(C)C)CC2)cc1Cl | -3 | -2.9 | -8
CCOC(=O)N1CCN(S(=O)(=O)c2ccc(OCC(=O)OC)c(Cl)c2)CC1 | -9 | 1.6 | 15
COc1ccccc1N(CC(=O)N/N=C/c1ccc(OCC(=O)NCc2ccco2)cc1)S(=O)(=O)c1ccc(C)cc1 | -16 | -1.4 | 33
CC(C)c1ccc(C2c3[nH]c4ccccc4c3C[C@H]3C(=O)N(c4ccccc4C(=O)N4CCC[C@@H]4C(=O)O)C(=O)N23)cc1 (stereo not given in full) | -11 | 1.0 | 5
CC(C)c1nc2cc(C(=O)N3CCN(c4cnccn4)CC3)ccc2o1 | -8 | -0.4 | 31
Cc1cc(C)n(C(=O)CN2C(=O)CCC2=O)n1 | -12 | -2.1 | 5
COc1ccc(CN(C(=O)/C=C/C(=O)c2ccc(OC)cc2O)C(C(=O)NC2CCCCC2)c2ccncc2)cc1 (stereo not given) | -35 | 0.9 | -4
Cn1c(SCC(=O)NCc2ccccc2)ncc(C(=O)Nc2ccccc2)c1=O | -24 | 0.6 | 19
CCN(CC(=O)Nc1ccccc1C(F)(F)F)C(=O)C1=COCCO1 | -7 | -1.9 | 13
CCCc1c(C)[nH]c2ccccc2c1=O | -8 | -0.2 | 5
CCc1noc(C)c1C(=O)Nc1cccc(S(=O)(=O)N2CCCCCC2)c1 | 15 | -0.4 | 1
CC1CC(C)CN(CCCNC(=O)C2CCN(c3ncnc4c3sc3cccc(F)c34)CC2)C1 (stereo not given) | -5 | 4.6 | 55*
CCC(C)NC(=O)c1cc(Cl)c(NC(=O)C2=C(C)OCCS2)cc1OC (stereo not given) | -28 | 0.3 | 8
CC1CN(CC(O)COCc2ccc3c(c2)OCO3)CC(C)O1 (stereo not given) | -8 | 0.7 | 3
NC(=O)COc1cccc(/C=N/NC(=O)c2ccc(-n3cccc3)cc2)c1 | -13 | 0.0 | 10
CCc1nnc(SCC(=O)NC2CCCC2)nc1CC | -6 | -1.3 | 12
O=C(OCc1ccccc1)c1ccc2c(c1)-c1ccccc1C2=O | -19 | -0.8 | 22
COc1ccc(CN2CC(C(=O)NCCCN3CCCC(C)C3)CC2=O)cc1 (stereo not given) | -23 | 0.3 | 16
COc1ccc(C(=O)N/C(=C\c2cn(C)c3ccccc23)C(=O)NCCCN2CCOCC2)cc1 | -11 | -1.2 | -2
Cc1c(-c2ccccc2)oc2c(C(=O)OCC(=O)Nc3ccc(F)cc3)cccc2c1=O | -16 | -0.5 | 10
O=C(COC(=O)c1ccc(O)cc1O)NCCN1C(=O)CSC1=O | -5 | 1.2 | 9
COc1ccc(NC(=O)CCNS(=O)(=O)c2ccc3c(c2)c(=O)n(C)c(=O)n3C)cc1 | -5 | 0.3 | 9
Cc1ccccc1CNC(=O)CCC(=O)N1CCOc2ccccc21 | 9 | -1.4 | 4
O=C(NCCCN1CCOCC1)c1ccc([N+](=O)[O-])cc1[N+](=O)[O-] | -23 | -1.2 | 70*
CC(C(=O)N1CCCCC1)N1C(=O)c2ccccc2C1=O (stereo not given) | -7 | -2.1 | 19
OCCC1CN(Cc2ccc(Oc3ncccn3)cc2)CCN1CCc1ccccc1 (stereo not given) | -25 | -0.6 | 7
COc1ccc(C(=O)NC(=S)Nc2ccc(Cc3ccncc3)cc2)cc1 | -5 | -1.0 | 26
COc1ccc(OCC2NCCc3cc(OC)c(OC)cc32)cc1 (stereo not given) | -35 | 0.9 | 21

# Record cards, as listed above. Screens in order: OX1R antag-1	STK33 kinase inh	OX1R antag-2
# COc1ccc(C(=O)NC(=S)Nc2ccc(Cc3ccncc3)cc2)cc1 as listed: -5	-1.0	26
# COc1ccc(NC(=O)CCNS(=O)(=O)c2ccc3c(c2)c(=O)n(C)c(=O)n3C)cc1 as listed: -5	0.3	9
# O=C(COC(=O)c1ccc(O)cc1O)NCCN1C(=O)CSC1=O as listed: -5	1.2	9

# High-throughput results from PubChem.
